Screens from PubChem.
MsrA inh: bovine MsrA enzyme inhibitors, primary screen, biochemical, absorbance, HTS. inhibition, % at 15.5 µM. AID 651718, 2012. 0.75% of 360,000 active. Methionine sulfoxide reductase A (Bos taurus). purified bovine MsrA, absorbance read-out; in the data active means inhibition above about 4.5%;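 further: 0% = vehicle wells with enzyme and 100% = reference inhibitor wells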
Rin1-Abl PPI inh: inhibitors of Rin1-Abl protein binding, primary screen, biochemical, TR-FRET. 0.4% of 360,000 active. inhibition, % at 7.35 µM. AID 588664, 2011; in the data active means inhibition above about 5%, passing the limit was not always enough
MsrA act: bovine MsrA enzyme activators, primary screen, biochemical, absorbance, HTS; Methionine sulfoxide reductase A (Bos taurus); activation, % at 10.6 µM; 0.3% of 360,000 active; purified bovine MsrA, absorbance read-out; AID 602163, 2012; in the data active means activation above about 7.5%;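 further: 0% = vehicle and 100% = reference activator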
PABP1 MLLE inh: inhibitors of PABP1 MLLE–PAM2 peptide binding, primary screen, biochemical, fluorescence polarization, FITC-PAM2, GST-MLLE. Polyadenylate-binding protein 1 (Homo sapiens), P11940. 0.36% of 360,000 active. AID 588489, 2011. inhibition, % at 20 µM; in the data active means inhibition above about 35%, passing the limit was not always enough;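 further: plate controls were DMSO wells with GST-MLLE for no effect and wells lacking GST-MLLE protein for full effect; some results filed as inactive read as strong as hits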
FAS TE block: FAS thioesterase domain inhibitors, primary screen, biochemical, fluorescence intensity, uHTS | Fatty acid synthase (Homo sapiens), P49327 | recombinant FAS-TE, OMFH fluorogenic substrate, fluorescence endpoint | inhibition, % at 15 µM | 0.67% of 360,000 active;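 active means compounds whose normalised, plate-corrected inhibition of enzyme fluorescence in the single-dose primary screen is 50% or more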;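 further: 0% = DMSO with enzyme and 100% = substrate without enzyme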
E coli Lon inh: inhibitors of E. coli Lon protease, primary screen, biochemical, fluorescence polarization | P0A9M0 | purified E. coli Lon protease | inhibition, % at 7.94 µM | 0.42% of 360,000 active | AID 602123, 2011; in the data active means inhibition above about 13%, passing the limit was not always enough;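 further: 0% = enzyme with probe and DMSO and 100% = no enzyme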
CSN deneddyl inh: inhibitors of CSN-mediated cullin deneddylation, primary screen, biochemical, fluorescence polarization, uHTS; COP9 signalosome complex subunit 5 (Homo sapiens), Q92905; 0.38% of 360,000 active; Purified CSN, SCF-Nedd8-OG deneddylation; inhibition, % at 12.5 µM;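 active means pattern-corrected inhibition above about 35%, with an unprinted fluorescence ratio check between 0.5 and 1.5, limit read from the data, passing the limit was not always enough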;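 further: 0% = enzyme with substrate and 100% = substrate without enzyme; some results filed as inactive read as strong as hits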
Target sequence (Q92905 whole entry, looked up, one chain of several): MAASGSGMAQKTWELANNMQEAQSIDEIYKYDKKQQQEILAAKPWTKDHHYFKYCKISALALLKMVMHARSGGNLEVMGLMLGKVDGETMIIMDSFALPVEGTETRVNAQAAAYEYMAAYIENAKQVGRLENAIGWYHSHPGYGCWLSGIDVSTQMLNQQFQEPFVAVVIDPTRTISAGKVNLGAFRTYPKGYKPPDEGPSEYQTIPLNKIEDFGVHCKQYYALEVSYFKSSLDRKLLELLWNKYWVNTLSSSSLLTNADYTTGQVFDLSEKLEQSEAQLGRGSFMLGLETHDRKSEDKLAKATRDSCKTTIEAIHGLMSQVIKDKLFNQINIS
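Assay system: Purified human Csn5 enzyme expressed in HEK293T cells | Amount: Enzyme 0.24 nM | Measured by: Fluorescence polarization readout | Medium: Tris/NaCl/DTT buffer, pH 7.5 | Compound dosing: One concentration, 12.5 µM, 0.25% DMSO | Times: 90 min incubation of compound, enzyme and substrate at room temperature | Control set: no-enzyme wells high, enzyme-with-substrate wells low | Read-out: % inhibition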
MT1-MMP act inh: blockers of MT1-MMP proenzyme processing, primary screen, HT1080 RFP-PRO-GFP cells, GFP/RFP fluorescence. GFP/RFP ratio fluorescence, overnight; percent of plate control window, DMSO zero. AID 651647, 2012. GFP/RFP ratio change, % at 20 µM. 0.061% of 360,000 active;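 active means GFP/RFP ratio change of at least 30% with cell ATP level not reduced by more than half and red fluorescence within 50% of control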; further: strong numbers were not always called active
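Compound: 20 µM single dose, 1% DMSO / System: HT1080 RFP-PRO-GFP cells / Controls: DMSO and RFP-L50D-GFP cell wells / Read-out basis: GFP/RFP fluorescence ratio / Schedule: overnight compound exposure at 37 °C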
Rpn11 block: Rpn11 (PSMD14) deubiquitinase inhibitors, primary screen, biochemical, fluorescence polarization, uHTS | human 26S proteasome, Ub4-pepOG fluorescence polarization; 20S core pre-blocked with epoxomicin | AID 588493, 2011 | 26S proteasome non-ATPase regulatory subunit 14 (Homo sapiens), O00487 | 0.59% of 360,000 active | calls only at 20 µM;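 active means inhibition at 20 µM, scaled to each plate's controls, above about 33%, limit read from the data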
Target sequence (O00487 whole entry, looked up): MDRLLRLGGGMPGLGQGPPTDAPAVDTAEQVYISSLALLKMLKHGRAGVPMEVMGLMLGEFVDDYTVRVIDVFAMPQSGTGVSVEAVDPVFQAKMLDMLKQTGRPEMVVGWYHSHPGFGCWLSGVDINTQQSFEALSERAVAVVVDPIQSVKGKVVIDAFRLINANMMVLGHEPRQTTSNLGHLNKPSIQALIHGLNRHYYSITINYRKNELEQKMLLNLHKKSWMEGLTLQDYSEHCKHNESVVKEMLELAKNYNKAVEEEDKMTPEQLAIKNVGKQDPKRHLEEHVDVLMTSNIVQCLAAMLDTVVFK
The depositor's hits bear a star; i = inactive; · = no result given.

SMILES	MsrA inh	Rin1-Abl PPI inh	MsrA act	PABP1 MLLE inh	FAS TE block	E coli Lon inh	CSN deneddyl inh	MT1-MMP act inh	Rpn11 block
Nc1cccc(C#Cc2ccc3c(c2)C(=O)/C(=C/c2ccsc2)O3)c1	2.8	-3	-2	-18	3	6	1	-3	i
O=C(NC(=S)N1CCCC(O)C1)c1ccco1 (centres undefined)	1.5	4	-2	35	-3	9	3	5	i
Cc1ccc(S(=O)(=O)CCC(=O)OCC(=O)NCCc2ccccc2)cc1	-1.4	1	-4	-12	-5	4	-2	-3	i
C=CCC[C@@H](Cc1ccc(F)cc1)C(=O)OC[C@H](Cc1c[nH]c2ccccc12)NC(=O)[C@H](CC=C)CC(=O)NCCO	-1.8	1	-1	-16	57*	9	-7	5	i
COCCCNC(=O)c1cccs1	0.9	-7	-1	-2	-8	4	-3	2	i
O=C(Nc1cccnc1)c1ccccc1Cl	0.8	3	-3	6	-6	2	-1	0	i
O=C(NCc1ccco1)Nc1cccc2ccccc12	2.9	-1	-2	4	-3	2	5	4	i
COc1ccc(NC(=O)NN2CCOCC2)cc1OC	-0.7	1	-2	20	-2	2	6	5	i
COc1ccccc1N(CC(=O)Nc1ccccc1C(=O)N1CCOCC1)S(C)(=O)=O	-0.8	-1	-5	-8	-3	6	2	0	i
COc1ccccc1N1CCN(C(=O)c2ccc(Br)s2)CC1	-0.8	1	-2	4	2	-1	-5	-5	i
O=C(CSc1ncn[nH]1)NCc1ccccc1Cl	-0.3	1	-4	11	-7	0	2	0	i
COc1ccc(-c2ccc([C@H]3[C@H]4C=CC[C@@H](C)[C@@H]4C(=O)N3Cc3ccccc3)c(F)c2)cc1C	0.9	1	-1	-11	39	0	1	-6	i
Cc1ccc(C(=O)COC(=O)CCC(=O)Nc2cc(Cl)ccc2Cl)cc1[N+](=O)[O-]	0.9	0	-9	5	4	1	-4	2	i
CCN1C(=S)SC(=O)C1=C1C=C(C)OC(C)=C1	0.0	2	0	-3	-67	1	-18	-40	·
O=C(COC(=O)c1ccc(S(=O)(=O)N2CCCC2)cc1)Nc1ccccc1Cl	-1.5	2	-6	-16	-1	-6	-2	3	i
COc1ccc(C/C(N)=N/OC(=O)COc2ccccc2C)cc1	-0.2	-3	-10	-5	4	5	-2	-1	i
CN(C)c1nc(C#N)nc(N2CCOCC2)n1	-0.3	0	-5	-4	-4	-7	-1	-2	i
Cc1nc2ccccc2c(=O)n1NCc1cc(Br)cs1	0.2	3	-8	-12	0	10	-1	-3	i
CC(C)C(=O)N1CCN(c2ccc(NC(=O)c3ccc4c(c3)OCCO4)cc2Cl)CC1	-0.2	-3	-10	-5	3	-5	0	-17	i
O=C(c1cccs1)N1CCN(S(=O)(=O)c2ccccc2)CC1	1.4	0	-5	-4	-8	-22	-4	1	i
COc1ccc(S(=O)(=O)N(Cc2nc3ccccc3c(=O)[nH]2)C2CCCC2)cc1	-1.4	-4	0	14	5	1	-5	-3	i
O=S(=O)(N/N=C/c1cccnc1)c1ccc(Cl)c(Cl)c1	0.5	0	-1	-18	1	-9	2	1	i
COc1ccc(-c2c(C)oc3c(CN4CCN(C)CC4)c(O)ccc3c2=O)cc1	1.9	1	-8	-7	-8	-1	-5	3	i
COCCn1c(SCC(=O)c2c(N)n(C3CC3)c(=O)[nH]c2=O)nnc1-c1ccc(Cl)cc1	6.0*	-1	-4	-85	0	1	-3	-1	i
COc1ccc(C)cc1S(=O)(=O)n1nc(C)cc1C	-1.4	8.4*	-5	6	-2	-6	-2	-7	i
Cn1nc(C(F)(F)F)c2cc(C(=O)Nc3ccc(F)cc3F)sc21	1.4	0	4	5	14	-1	-2	-1	i
O=C(CN1C(=O)c2ccccc2S1(=O)=O)Nc1ccccc1C(=O)NCc1ccco1	-0.6	-1	-4	4	-2	-2	2	3	i
COc1ccc(CN2CCC(C(=O)c3ccc(F)cc3)CC2)cc1	-1.2	-4	-3	-16	-5	-11	4	-3	i
Cn1nc(C(=O)NCc2ccc(Cl)cc2)c2c1-c1ccccc1S(=O)(=O)C2	1.0	1	-5	0	26	7	0	-4	i
Cc1cc(NC(=O)NC2(C(F)(F)F)Oc3ccc(Cl)cc3O2)no1 (centres undefined)	·	1	-14	-11	6	-3	0	7	i
CC(O)(CC(=O)CC(=O)c1ccccc1)c1ccccc1 (centres undefined)	0.6	0	-14	9	5	-22	-1	-11	i
Cc1cccc(C)c1OCc1cc(C(=O)N2CCN3CCCC3C2)no1 (centres undefined)	-0.2	-1	0	-9	-3	-11	1	-1	i
CCOc1ccc(NC(=O)Nc2cc(OCC(F)(F)F)cc(OCC(F)(F)F)c2)cc1	0.7	4	-4	5	1	2	2	-8	i
COc1ccc(N2CCN(C(=O)C3CCCN(c4ncnc5c4nc4n5CCCCC4)C3)CC2)cc1 (centres undefined)	0.8	4	-8	-16	1	-2	-2	5	i
COc1ccc(NC(=O)CC2C(=O)N(c3cccc(C)c3)C(=O)N2C2CCCCC2)cc1 (centres undefined)	0.7	3	1	5	8	-15	1	4	i
CC(C)C1N=C2c3ccccc3N=C(SCc3cc(=O)n4cc(Cl)ccc4n3)N2C1=O (centres undefined)	0.8	-1	2	-8	26	5	-3	-2	i
COc1cc(CCC(=O)N2CCN(c3ccccc3)CC2)cc(OC)c1OC	-0.6	1	0	-3	-2	1	2	0	i
COc1cccc(CN2CC(C(=O)N3CCCC3)CCC2=O)c1 (centres undefined)	1.0	1	-3	19	-3	7	-1	2	i
CCOc1ccc(/C=N/n2nnnc2N)cc1O	2.3	-4	-5	0	-5	-1	1	5	i
O=C1CCCCCN1CSc1nc2ccccc2s1	0.6	0	-1	9	9	2	-7	0	i
COc1cccc(NC(=O)Nc2ccc3c(c2)nc(C)n3C)c1	-0.4	1	-2	4	-11	1	5	-1	i
O=P(OC1CCCCC1)(OC1CCCCC1)C(O)c1ccc(Cl)cc1Cl (centres undefined)	-0.7	-4	-6	5	12	-7	-2	-22	i
O=C(Oc1ccccc1)c1ccccc1OS(=O)(=O)c1ccccc1	-1.0	0	-4	-5	20	-3	-1	-2	i
Cc1oc2c(CN3CCCC3)c(O)ccc2c(=O)c1-c1ccccc1	·	1	-5	3	-8	-3	0	-3	i
CC1(C)Cc2c(ccc3ccccc23)/C(=C/C#N)N1	0.4	3	-10	4	11	-7	0	-5	i
Cc1ccc2c(c1)N(CC(=O)NC1CCCCCC1)C(=O)c1cccnc1O2	0.1	-2	-1	-1	5	2	-2	7	i
CC(C)(CN=C1NS(=O)(=O)c2ccccc21)CNC(=O)CN1C(=O)c2ccccc2C1=O	0.2	-1	1	6	-6	9	-1	-3	i
COC(=O)/C=C/c1ccsc1NC(C)=O	1.8	0	-3	4	12	3	2	2	i
CC1(C)C(=O)OC(/C=C\c2ccccc2)C(C)(C)C1=O (centres undefined)	1.0	0	-2	-7	-3	5	2	2	i
CC(C)OC(=O)C1=C2SCC(=O)N2C(N)=C(C#N)C1	1.3	2	-9	-4	-8	-14	3	-11	i

Reprinted at random: 7 records from the list.
SMILES	MsrA inh	Rin1-Abl PPI inh	MsrA act	PABP1 MLLE inh	FAS TE block	E coli Lon inh	CSN deneddyl inh	MT1-MMP act inh	Rpn11 block
CC(C)(CN=C1NS(=O)(=O)c2ccccc21)CNC(=O)CN1C(=O)c2ccccc2C1=O	0.2	-1	1	6	-6	9	-1	-3	i
COC(=O)/C=C/c1ccsc1NC(C)=O	1.8	0	-3	4	12	3	2	2	i
COc1cccc(NC(=O)Nc2ccc3c(c2)nc(C)n3C)c1	-0.4	1	-2	4	-11	1	5	-1	i
CC1(C)Cc2c(ccc3ccccc23)/C(=C/C#N)N1	0.4	3	-10	4	11	-7	0	-5	i
CC(C)OC(=O)C1=C2SCC(=O)N2C(N)=C(C#N)C1	1.3	2	-9	-4	-8	-14	3	-11	i
CC1(C)C(=O)OC(/C=C\c2ccccc2)C(C)(C)C1=O (centres undefined)	1.0	0	-2	-7	-3	5	2	2	i
Cc1oc2c(CN3CCCC3)c(O)ccc2c(=O)c1-c1ccccc1	·	1	-5	3	-8	-3	0	-3	i

More results.
SMILES	MsrA inh	Rin1-Abl PPI inh	MsrA act	PABP1 MLLE inh	FAS TE block	E coli Lon inh	CSN deneddyl inh	MT1-MMP act inh	Rpn11 block
CC1(C)Cc2cccc(OCC(=O)OCc3nnc(-c4ccccc4)o3)c2O1	1.3	3	0	3	-6	-2	-4	1	i
CCCc1cc(-c2ccc(O)c(OCC)c2)c(C#N)c(N)n1	1.0	1	-13	1	-2	-4	1	·	i
O=C(CSc1nc2ccccc2[nH]1)NCCc1ccc(Cl)cc1	-0.6	-1	-1	8	-2	9	7	-2	i
CCCCN(C(=O)CNC(=O)c1cccs1)C(C(=O)NC1CCCCC1)c1cccnc1 (centres undefined)	-1.0	1	-2	6	-2	-5	7	8	i
O=C(NCCN1CCCC(O)C1)c1cc(COc2cccc(C(F)(F)F)c2)on1 (centres undefined)	0.2	-2	-2	8	-6	3	0	8	i
CC(=O)Nc1nnc(SCC(=O)NCCOc2ccccc2)s1	-0.1	1	-1	-115	-5	-3	-2	-1	i
COC(=O)Cc1ccc(OC(=O)CCS(=O)(=O)c2ccc(C)cc2)cc1	-1.1	1	-4	1	1	3	-1	3	i
